Source: PubChem BioAssay
KDM5B inh: Primary screen for KDM5B Histone Demethylases FDH-coupled qHTS | Lysine-specific demethylase 5B (Homo sapiens), Q9UGL1 | KDM5B demethylase, FDH-coupled NADH fluorescence (FDH is formaldehyde dehydrogenase) | Potency, µM (doses to about 57.7 µM), for inactives: at the highest dose activity change, negative = inhibition, actives largely listed as inhibitors | actives 2.6% (n = 220,000) | AID 1347165, 2019; active = well fitted inhibition curve with a large enough effect; inconclusive = small, poorly fitted or top-dose-only effect; inactive = no such curve, though single readings can be large or run the other way; also: 0% is about no effect; nearly all actives have a fitted effect of over 70% in size
Target sequence (Q9UGL1 whole entry, looked up): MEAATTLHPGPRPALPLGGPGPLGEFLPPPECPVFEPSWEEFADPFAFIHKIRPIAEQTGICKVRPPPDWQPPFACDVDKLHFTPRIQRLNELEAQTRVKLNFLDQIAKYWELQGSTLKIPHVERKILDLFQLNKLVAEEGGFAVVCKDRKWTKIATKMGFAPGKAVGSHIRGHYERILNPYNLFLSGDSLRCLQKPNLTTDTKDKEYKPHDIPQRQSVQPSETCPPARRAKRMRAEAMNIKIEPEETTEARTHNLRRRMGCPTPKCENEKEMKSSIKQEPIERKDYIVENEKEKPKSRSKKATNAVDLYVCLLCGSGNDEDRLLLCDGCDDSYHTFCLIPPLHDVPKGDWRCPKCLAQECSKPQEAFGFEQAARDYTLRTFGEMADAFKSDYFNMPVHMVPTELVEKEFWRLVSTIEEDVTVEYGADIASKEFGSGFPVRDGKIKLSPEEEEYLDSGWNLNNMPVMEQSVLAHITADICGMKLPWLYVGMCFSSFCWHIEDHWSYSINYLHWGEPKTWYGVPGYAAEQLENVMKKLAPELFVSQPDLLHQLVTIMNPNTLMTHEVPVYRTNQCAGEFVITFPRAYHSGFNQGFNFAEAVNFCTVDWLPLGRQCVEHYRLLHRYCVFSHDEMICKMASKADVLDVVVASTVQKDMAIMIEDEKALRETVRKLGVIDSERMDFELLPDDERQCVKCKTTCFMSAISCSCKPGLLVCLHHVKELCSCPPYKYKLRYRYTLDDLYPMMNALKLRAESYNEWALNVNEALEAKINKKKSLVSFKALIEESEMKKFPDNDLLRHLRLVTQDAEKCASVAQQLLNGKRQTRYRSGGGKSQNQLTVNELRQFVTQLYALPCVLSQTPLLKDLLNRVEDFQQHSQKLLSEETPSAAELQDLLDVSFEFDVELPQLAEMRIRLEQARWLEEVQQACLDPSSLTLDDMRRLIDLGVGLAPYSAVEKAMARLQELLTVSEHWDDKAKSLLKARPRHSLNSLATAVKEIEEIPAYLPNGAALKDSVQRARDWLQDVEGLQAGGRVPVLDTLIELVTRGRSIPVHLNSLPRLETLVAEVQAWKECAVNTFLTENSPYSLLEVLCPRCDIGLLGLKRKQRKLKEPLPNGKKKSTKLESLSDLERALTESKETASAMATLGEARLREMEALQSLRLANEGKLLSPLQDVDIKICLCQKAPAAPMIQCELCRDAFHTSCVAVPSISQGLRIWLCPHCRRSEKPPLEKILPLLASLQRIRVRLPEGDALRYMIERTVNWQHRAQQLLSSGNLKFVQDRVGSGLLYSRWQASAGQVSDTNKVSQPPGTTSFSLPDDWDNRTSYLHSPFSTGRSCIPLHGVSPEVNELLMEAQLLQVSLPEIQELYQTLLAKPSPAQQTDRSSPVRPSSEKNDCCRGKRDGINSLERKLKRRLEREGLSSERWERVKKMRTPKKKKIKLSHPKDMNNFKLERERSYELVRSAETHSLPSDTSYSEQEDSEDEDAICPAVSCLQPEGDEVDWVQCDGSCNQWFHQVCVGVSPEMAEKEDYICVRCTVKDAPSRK
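Coupled FDH/NAD⁺ fluorescence readout. KDM5BΔAP 200 nM final; compound titration, 10 min RT preincubation; substrate mix 12.5 µM H3K4me3, 25 µM 2-OG, 50 µM Fe(II), 100 µM ascorbate, 0.25 mM NAD⁺, 0.25 U/mL FDH; ΔRFU over 30 min.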
* marks the source's active call; other numbers are inactive results; i = inactive; ? = inconclusive; [ ] = dose if it differs, or a comment. Potency is read from the fitted curve at half-maximal effect.

KDM5B inh | canonical_smiles
-50.5% | CCC(O)c1nc2ccccc2n1CCOc1cc(C)cc(C)c1 (stereo not drawn)
16.7% | COc1ccc(S(=O)(=O)N2CCC(C(=O)NC(C)c3ccccc3)CC2)cc1 (stereo not drawn)
-25.9% | CCOC(=O)c1c(C)oc2nc(C)nc(NCCCN3CCN(c4ccccc4OC)CC3)c12
-23.0% | CC(=O)N1CCOc2cc(S(=O)(=O)Nc3c(C)cccc3C(C)C)c(Cl)cc21
-44.8% | CCOc1cc(/C=C(\C#N)C(=O)Nc2ccccn2)ccc1O
-20.7% | CCc1ccc(C(=O)c2cn(CC(=O)Nc3ccc4c(c3)OCO4)c3cc(OC)c(OC)cc3c2=O)cc1
84.0%[activator] | CCOc1ccc2nc(N(Cc3cccnc3)C(=O)c3cccs3)sc2c1
5.5% | O=C(Nc1cccc(Cl)c1F)N1CCCC(Cn2c(C3CC3)nc3cccnc32)C1 (stereo not drawn)
? | COc1ccc(C(=O)N2CCC3(CC2)CCC(O)(CN(C)C)CC3)cc1
9.5% | Cc1sc2ncn(CC(=O)N(C)c3ccc(Br)cc3)c(=O)c2c1S(=O)(=O)N1CCC(C)CC1
? | O=C(Nc1ccc(S(=O)(=O)Nc2ccccn2)cc1)c1ccc(Cl)cc1Cl
-6.1% | Cc1ccc(C)c(OCC(=O)Nc2ccc(C(=O)O)cc2NC(=O)COc2cc(C)ccc2C)c1
-19.4% | Cn1nc(C(=O)NCCc2noc(-c3ccncc3)n2)c2ccccc21
-21.9% | NNC(=O)c1ccc(-c2ccccc2F)cc1
5.9% | N#Cc1ccc(COC(=O)c2cccnc2N2CCOCC2)cc1
-5.2%[115 µM] | CCc1nc2c(c(-c3ccc(OC)cc3)n1)CCN(Cc1cccc(NC(C)=O)c1)CC2
-10.4% | O=C(C1CCCC1)N1C[C@@H](CO)[C@H](c2ccncc2)C1
-10.3% | CC(=O)c1cccc(NC(=O)C2CCN(C(=O)c3cnn(-c4ccccc4)c3-n3cccc3)CC2)c1
-23.8%[86.2 µM] | CC(C)C[C@@H]1N[C@H](C(=O)NC2CCC2)Cc2cn(Cc3nccn3C)c3cccc1c23
26.3% | COc1ccc(-n2c(N)cc(=O)nc2SCC(=O)NC2CCCCC2)cc1
-30.0% | Cc1ccc(/C=N/NC(=O)c2ccc(-c3ccccc3)cc2)s1
13.8% | Cc1cc(SCC(NC(=O)c2ccccc2)C(=O)O)c2ccccc2n1 (stereo not drawn)
-17.8% | CCn1cc(-c2ccc(OC)cc2)cc1C(=O)N1CCCCCC1
? | COc1cccc(N2C(=O)CN(C3CCCCC3)[C@H]3CS(=O)(=O)C[C@H]32)c1
29.6% | COc1ccc(-n2ncc3c2CC(C)(C)CC3NC(=O)CCn2cncn2)cc1 (stereo not drawn)
-8.3% | O=Cc1cccc2ccc3cccc(C(=O)O)c3c12
? | CN1CC(=O)N(C2CCC2)Cc2c1ncnc2N1CCc2ccccc2C1
18.7% | C/C(=N\NC(N)=O)c1c(F)cccc1F
12.5%[86.2 µM] | CC1(C(=O)NCc2cccnc2)COCc2cnc(Nc3ccccc3)nc21 (stereo not drawn)
6.1% | CCOC(=O)c1noc2ncn(Cc3ccc([N+](=O)[O-])cc3)c(=O)c12
4.7%[86.2 µM] | CN(Cc1ccccc1)Cc1cc(CC2(NCc3ccc(F)cc3)COC2)no1
-13.4%[86.2 µM] | COCC(=O)NC[C@H]1O[C@@H](CC(=O)N(C)Cc2ccccc2)[C@H](O)[C@@H]1O
-11.6% | CN(C)S(=O)(=O)c1cc(C(=O)NCc2ccc(N3CCCC3)nc2)ccc1Cl
20.7% | O=C(CCC1CCN(c2cc(NC3CC3)ncn2)CC1)NCC1CC1
-10.7% | Cc1ccc2nc(N3CCC(C(=O)NCc4ccc(F)cc4)CC3)[nH]c2c1
16.9% | O=C(N[C@@H](Cc1c[nH]c2ccccc12)C(=O)O)c1ccccc1Cl
-29.4% | CN(C)c1ccc(CNC(=O)CCC(=O)N2Cc3ccccc3Oc3ncccc32)cc1
? | COc1ccccc1-c1ccnc(-c2nnc(C)n2Cc2ccccc2)c1
? | COc1ccccc1C(=O)N1CCC(N2CCN(c3ccccc3)CC2)CC1
? | O=C(O)/C=C/c1ccc(-c2ccc(Br)cc2Cl)o1
? | Cc1nc(CN2C(=O)OC3(CCN(C(=O)CCc4ccccn4)CC3)C2(C)c2ccccc2)cs1 (stereo not drawn)
11.9% | Cc1nc(-n2nc(C)c(CCC(C)C)c2C)sc1C(=O)Nc1cccc(Cl)c1
9.9% | COc1ccc(CCNC(=O)Cn2c(=O)c3cccn3c3ccccc32)cc1OC
-12.4% | Cc1ccc(C)c(Cn2nnc(C(=O)NCc3ccccc3)c2N)c1
7.9% | CCn1ncc(N2CCCC(CC(=O)N3CCN(c4cccc(Cl)c4)CC3)C2)cc1=O (stereo not drawn)
-17.5% | Cc1cccc(OCCc2noc(C3CN(C(=O)Cn4ccnc4)C3)n2)c1
-9.2% | Cc1[nH]c2ccccc2c1C(=O)COC(=O)Cc1c[nH]c2ccccc12
-7.6% | CCN(CC)C1=NC(C(F)(F)F)(C(F)(F)F)N=C(c2cccc(OC)c2)O1
-21.5% | CCOc1ccccc1C(=O)NC1CCN(c2cc(-c3ccc(OC)cc3)[nH]n2)CC1
? | CCC(=O)N1CCC2(CC1)NCCc1c2[nH]c2ccccc12
15.8% | COCCn1c(C)cc(C(=O)C(=O)Nc2nnc(COc3cc(C)cc(C)c3)s2)c1C
14.9% | O=C(N[C@@H]1CN(C(=O)NC2CCCCC2)CCC[C@H]1O)c1ccc(OCCN2CCOCC2)cc1
13.4% | Cc1cc(C)c(C)c(S(=O)(=O)N2CCN(CC(=O)NC(=O)NC(C)(C)C)CC2)c1C
? | CCC(=O)Nc1ccc2nc(-c3ccccc3C)oc2c1
12.8% | NCC(c1ccccc1)c1ccccc1
-22.0% | COC(=O)c1cc(C)nc2c1c(=O)n(Cc1cccc(Cl)c1)c(=O)n2-c1ccccc1
-28.7% | COc1ccc(OC)c2sc(NC(=O)c3ccc(S(=O)(=O)N4CCCC4)cc3)nc12
-29.8% | CC1(C)Cc2ccccc2/C(=C/C(=O)Nc2ccc(Cl)cc2Cl)N1
? | C[C@@]1(O)CCN(C(=O)c2ccc(-c3ccco3)cc2)C[C@@H]1O
-23.7%[115 µM] | O=[S+]([O-])(c1ccc(Cl)cc1)c1nnn2c1nc(NC1CC1)c1ccccc12

Next section
KDM5B inh | canonical_smiles
7.7% | Cc1nc2cccnc2n1CC1CCCN(S(=O)(=O)c2ccccc2F)C1 (stereo not drawn)
? | O=C(NCc1cccnc1)c1nn(-c2ccc(F)cc2)nc1CO
31.6µM* | Cc1nn(CC(=O)NCc2ccc(F)cc2F)c(=O)c2nc(-c3ccccc3)sc12
-3.0%[115 µM] | CC(C)NC(=O)c1onc(-c2ccc(F)cc2)c1[C@H](C)O
19.3% | O=C(COc1ccc(Cl)c(Cl)c1)Nc1ccc2[nH]ncc2c1
-24.4% | CC(C)Oc1ccc(CNC(=O)c2ccc(CS(=O)c3cccc(Cl)c3)o2)cc1 (stereo not drawn)
-5.8% | O=C(CSc1nc2ccccc2c(=O)n1CC1CCCO1)Nc1cccc(C(F)(F)F)c1 (stereo not drawn)
4.4% | Cc1ccccc1-c1nc(S(=O)(=O)c2ccc3c(c2)OCCO3)c(N2CCN(C)CC2)o1
-33.5% | O=C1[C@H]2CN(Cc3ccc(Cl)cc3)C[C@H]2C(=O)N1Cc1ccc2c(c1)OCO2
8.1% | O=C(Nc1cccc(N2CCCC2=O)c1)C1CCN(S(=O)(=O)c2cc(Cl)ccc2Cl)CC1
-17.7% | COc1ccc(-n2ccnc2CN2CCC(Cc3nncn3C)CC2)cc1
15.4% | CCOC(=O)c1ccc(NC(=O)Cn2c(-c3ccc(F)cc3)nc(C)c(CCO)c2=O)cc1
-3.2% | CCCc1cc(=O)n2c(C(=O)Nc3ccc(C)c(C)c3)c(C(=O)Nc3ccccc3)sc2n1
9.3% | CCCc1noc(C(C)N2CCC(c3nc4cc(Cl)ccc4o3)CC2)n1 (stereo not drawn)
-18.4% | O=C(CCC1CCCC1)N1CCc2c([nH]c3ccccc23)C1c1ccc(F)cc1 (stereo not drawn)
-1.6% | CC1=NS(=O)(=O)N(C)C=C1C(=O)OCc1nc(-c2ccccc2)oc1C
-15.7% | Cc1ccc(C(C)C)c(OCC(=O)Nc2ccc(C(=O)OC3CCCCC3)cc2)c1
? | N[C@@H](Cc1cnc[nH]1)C(=O)N1CCC(c2cc(N3CCCC3)ncn2)CC1
-14.3% | O=S(=O)(Oc1ccccc1C(=S)N1CCOCC1)c1ccc(Cl)cc1
9.3% | Cc1ccc(-c2ccc(OCC(=O)Nc3ccc(C(=O)N(C)C)cc3)cc2)cc1

6 structures from above, ordered by heavy-atom count, largest number first:
KDM5B inh | canonical_smiles
15.4% | CCOC(=O)c1ccc(NC(=O)Cn2c(-c3ccc(F)cc3)nc(C)c(CCO)c2=O)cc1
-5.8% | O=C(CSc1nc2ccccc2c(=O)n1CC1CCCO1)Nc1cccc(C(F)(F)F)c1 (stereo not drawn)
31.6µM* | Cc1nn(CC(=O)NCc2ccc(F)cc2F)c(=O)c2nc(-c3ccccc3)sc12
-17.7% | COc1ccc(-n2ccnc2CN2CCC(Cc3nncn3C)CC2)cc1
9.3% | CCCc1noc(C(C)N2CCC(c3nc4cc(Cl)ccc4o3)CC2)n1 (stereo not drawn)
? | O=C(NCc1cccnc1)c1nn(-c2ccc(F)cc2)nc1CO

(cont.)
KDM5B inh | canonical_smiles
5.9% | CC(=O)c1cccc(N(CC(=O)Nc2ccc(S(=O)(=O)N3CCOCC3)cc2)S(C)(=O)=O)c1
? | COC(=O)[C@H](CC(C)C)NC(=O)Nc1ccc2oc(-c3cccnc3)nc2c1
15.3% | COCc1cccc(C(=O)NCc2ccc(C)cc2)c1
10.0% | O=C(Nc1ccon1)c1sc2cccc(Br)c2c1Cl
-2.2% | COc1ccc(Cl)cc1C(=O)Nc1sc2c(c1C(=O)OC(C)C)CCCC2
9.3% | CC(NC(=O)OCc1ccccc1)c1nc2cccnc2n1C1CCCC1 (stereo not drawn)
? | CCOC(=O)c1noc2ncn(CC(=O)Nc3cccc(C(F)(F)F)c3)c(=O)c12
-6.1% | COc1cccc(/C=C(/C#N)c2ccc(Br)cc2)c1
18.5% | CN(Cc1ncc[nH]1)C(=O)C1CCC(=O)N(CCN2CCOCC2)C1 (stereo not drawn)
-26.1% | CCCCCn1c(=O)[nH]c2cc(C(=O)Nc3ccc(F)c(F)c3)ccc2c1=O
100µM* | Cc1cccc(C)c1-c1nc(C(=O)N2CCC(C#N)CC2)n2ccccc12
? | CCOC(=O)N1CCN(Cc2nc3cc(NC(=O)c4ccccc4Cl)ccc3n2C(C)C)CC1
8.9% | COc1ccc(C(=O)N2CC(c3nnc(C(C)C)o3)C3(CCOCC3)C2)cc1OC (stereo not drawn)
? | CCC(Sc1nc2c(sc3ccccc32)c(=O)n1CCc1ccc(OC)c(OC)c1)C(=O)N(CC)CC (stereo not drawn)
14.2% | CC1=C(C(N)=O)C(c2cccs2)n2nc(-c3cccc(Cl)c3)nc2N1 (stereo not drawn)
2.6% | O=C(NCCCCc1ccccc1)c1ccncc1
1.5% | CSc1ccc(C2=NN(C(=O)C(C)C)C(c3ccc4nccnc4c3)C2)cc1 (stereo not drawn)
-5.6% | CCn1c(=O)c2c(nc3n2CCCN3c2cccc(C)c2)n(C)c1=O
? | CCOc1ccc(C(=O)NCc2ccc3c(c2)CCN3C(=O)c2ccc(C)cc2)cc1OCC
-24.1% | CCn1cnnc1CC1CCN(C(=O)CCCC(=O)n2nc(C)c3ccccc32)CC1

As a short view, some entries already given:
KDM5B inh | canonical_smiles
? | CCOc1ccc(C(=O)NCc2ccc3c(c2)CCN3C(=O)c2ccc(C)cc2)cc1OCC
-24.1% | CCn1cnnc1CC1CCN(C(=O)CCCC(=O)n2nc(C)c3ccccc32)CC1

Continued.
KDM5B inh | canonical_smiles
19.8% | Cn1ccn(C(F)(F)C(F)Cl)c1=S (stereo not drawn)
-17.7% | COCc1nc(C2CC(NC(=O)c3nn(C)c4c3CCCC4)C2)cc(=O)[nH]1 (stereo not drawn)
8.7% | CC(C)(C)C(=O)Nc1ccc(NC(=O)c2ccc3nc[nH]c3c2)cc1
? | Cc1cc(N2CCN(C(C(=O)O)c3c[nH]c4ccc(Br)cc34)CC2)nc2ccccc12 (stereo not drawn)
? | Cc1nn2c(c1-c1ccccc1N1CCCC1)N(C(=O)C(C)C)CCC2
-22.1% | O=C([C@@H]1C[C@H](F)CN1C(=O)NC1CCCC1)N1CCc2ccccc2C1
? | Cc1nn(-c2ccc(C(C)C)cc2)c(C)c1[C@@H]1C=C[C@@H](NCc2cccc(Cl)c2)C1
-12.9% | Cc1ccc(/C=C/c2onc(C)c2S(=O)(=O)N2CCC(C(=O)Nc3cc(C)ccc3C)CC2)cc1
30.1%[activator] | N#Cc1c(C(F)(F)F)cc(-c2ccccc2)nc1SCCc1ccccc1
2.1% | COc1ccc(N(C)C(=O)Cn2cnc3sc(C)c(S(=O)(=O)N4CCN(c5ncccn5)CC4)c3c2=O)cc1
i | Cc1c(CCC(=O)NCCCN2CCOCC2)c(=O)oc2c(C)c(O)ccc12
7.7%[86.2 µM] | COCCNC(=O)c1cnc2c(c1)N(C(=O)Cc1ccc(C(C)C)cc1)CCC2
? | Cc1ccccc1N1CC(c2nc3ccccc3n2Cc2ccc(Br)cc2)CC1=O (stereo not drawn)
11.3% | CCc1c(C)nc(SCc2nc(-c3cccc(C)c3)oc2C)[nH]c1=O
-12.3% | O=C(/C=C/c1ccc(Br)cc1)c1cc2ccccc2oc1=O

This is a subset (hit frequency here may not be typical).
